Source: PubChem
ZTA counter: counter-screen for EBNA-1 inhibitors: inhibitors of Epstein-Barr virus ZTA | actives 0.15% (n = 320,000) | P03206 | ZTA-DNA binding, fluorescence polarization | inhibition, % at 11 µM | AID 2234; in the data active means inhibition above about 33%
EBNA-1 inhibitor: EBNA-1 DNA-binding inhibitors, primary screen, biochemical, fluorescence polarization; actives 0.34% (n = 300,000); inhibition, % at 14.8 µM; in the data active means inhibition above about 28%
RPL19A TOR yeast: RPL19A-GFP expression modulators in yeast, primary screen, cell-based, S. cerevisiae, multiplex flow cytometry, MLPCN; S. cerevisiae RPL19A-GFP strain, 3 h; hits give low values; percent response vs DMSO, % at 10 µM; actives 0.3% (n = 330,000); AID 2025, 2009;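 active means percent response vs DMSO below 50%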;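 further: median channel GFP fluorescence of the barcoded RPL19A-GFP strain; ratio of sample median GFP to plate DMSO average so 100% = DMSO; lower means less RPL19A-GFP as with rapamycin TOR inhibition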
proCasp7 act: procaspase-7 activators, primary screen, counter-screen for procaspase-3 activator project, biochemical, absorbance, HTS, human; AID 463210, 2010; activation, % at 8.5 µM; Caspase-7 (Homo sapiens), P55210; recombinant procaspase-7, Ac-DEVD-pNA absorbance 405 nm; D23A/D198A/D206A triple mutant, cannot self-cleave; scale: DMSO 0, 5 µM enzyme 100; actives 0.093% (n = 330,000);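 active means percent activation above the screen-wide mean plus 3 SD, cut at about 25% in these data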
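Replicates: singlicate. Assay system: Procaspase-7 triple mutant (PC-7 D3A). Signal: 405 nm absorbance of p-nitroaniline. Times: 1 h preincubation, 2 h reaction. Buffer or medium: Zinc-free HEPES pH 7.4 with 300 mM NaCl, 0.01% Triton X-100. Also added: DEVD-pNA substrate. Benchmarks: DMSO wells as 0%, DMSO with 5 µM added PC-7 as 100%.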
AHR activator: AHR activators, primary screen, cell-based, luminescence, luciferase reporter, human; AHR-responsive luciferase reporter cells; actives 2.5% (n = 320,000); activation, % at 5 µM; AID 2796, 2010; in the data active means activation above about 47%;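 further: 0% = vehicle wells and 100% = reference agonist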
MEP2-GFP yeast: modulators of MEP2-GFP levels in yeast, primary screen, S. cerevisiae, multiplex flow cytometry, MLPCN library. S. cerevisiae MEP2-GFP strain, 3 h; 100% = DMSO control level. GFP response vs DMSO, % at 10 µM. actives 0.51% (n = 330,000). AID 2016, 2009;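 active means GFP response versus DMSO above a set limit, roughly screen mean plus 3 SD, cut at about 180% in these data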;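 further: median GFP fluorescence of the barcode-gated MEP2-GFP cells per well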
proCasp3 act: activators of human procaspase-3 D3A mutant, primary screen, biochemical, absorbance, PC-3 D3A mutant, single concentration; Caspase-3 (Homo sapiens), P42574; recombinant procaspase-3 D3A, Ac-DEVD-pNA absorbance 405 nm; activation, % at 8.5 µM; actives 0.11% (n = 330,000); AID 463141, 2010;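 active means activation above the mean of all tested compounds plus 3 SD, cut at about 21% in these data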;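 further: 0% = DMSO alone and 100% = DMSO wells spiked with extra 5 µM PC-3 D3A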
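assay system = Procaspase-3 D3A mutant | signal = absorbance at 405 nm, 0 and 120 min | times = 1 h preincubation plus 2 h reaction at 25 °C | repeats = single replicate | read-out = % activation between DMSO and enzyme-spiked controls | medium = Zinc-free HEPES saline buffer with Triton X-100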
LAP4 TOR yeast: modulators of LAP4-GFP expression in yeast, primary screen, S. cerevisiae, multiplex flow cytometry, MLPCN library; 3 h; median GFP as percent of DMSO wells; actives 0.34% (n = 320,000); GFP response vs DMSO, % at 10 µM;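 active means GFP response vs DMSO above a set limit, about the screen mean plus 3 SD, cut at about 150% in these data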
Starred values were filed as active, the others as inactive; x = not tested or not shown; [ ] = remark or other dose.

SMILES	ZTA counter	EBNA-1 inhibitor	RPL19A TOR yeast	proCasp7 act	AHR activator	MEP2-GFP yeast	proCasp3 act	LAP4 TOR yeast
CN(C(=O)CCNC(=O)Cn1cnc2ccccc2c1=O)c1ccccc1F	-3	9	101	3	0	103	7	92
Cc1ccccc1C(=O)N(Cc1nc2ccccc2c(=O)[nH]1)C1CCCC1	12	5	100	4	-2	97	5	94
Cc1cc(N)ccc1-c1cc2ccccc2oc1=O	-19	1	104	2	5	105	-3	95
CCCCCn1nc(C(=O)N(CCOC)c2c(N)n(CCCC)c(=O)[nH]c2=O)c2ccccc2c1=O	16	-1	100	-3	-1	102	4	110
Cc1ccsc1/C=N/NC(=O)c1sccc1C	7	-5	95	8	48*	86	0	97
COc1ccc(/C(N)=N/OC(=O)Cc2cccs2)cc1OC	3	-5	105	-4	14	111	0	84
Cc1nn(C)cc1CN1CCCC(C(=O)c2ccc(-c3ccccc3)c(F)c2)C1 (stereo unspecified)	-22	-12	101	17	1	104	-6	99
O=C(CC(c1ccccc1)c1ccccc1)NCC(O)c1ccc([N+](=O)[O-])cc1 (stereo unspecified)	-11	1	94	6	2	93	4	107
CC(C)NC(=O)c1noc2cc([N+](=O)[O-])ccc12	-23	4	100	-1	0	98	-4	98
Nc1cc(OC(=O)c2ccc(F)cc2)nn1S(=O)(=O)c1ccccc1	-2	2	102	-32	0	109	-21	99
COc1ccc(S(=O)(=O)NCCS(=O)(=O)N2CCN(c3ccccc3)CC2)cc1	-8	-2	98	4	-1	106	-8	104
Cc1ccc(S(=O)(=O)N2CCN(C(=O)CNC(=O)c3sc4ccccc4c3Cl)CC2)cc1	-4	-5	104	4	1	106	0	111
COc1ccccc1N1CCN(C(=O)c2cc(-c3ccc(Br)cc3)on2)CC1	-16	-8	100	8	3	98	-1	116
NN1C(=O)NC(c2ccccc2)(c2ccccc2)C1=O	-10	-7	95	-1	1	117	3	131
CCCn1c(CN2CCN(C(=O)OCC)CC2)nc2cc([N+](=O)[O-])ccc21	-2	-1	101	-3	-1	88	1	91
CCCC(=O)N(Cc1cc(=O)[nH]c2ccccc12)c1ccccc1C	-5	12	106	-7	14	115	6	113
O=C(CCc1ccccc1)OCCOC(=O)CCc1ccccc1	-1	-4	98	0	-2	103	-4	107
O=C(Nc1ccc(NC(=O)c2cccs2)cc1)c1ccccc1	-8	-10	103	9	-4	105	2	102
COc1ccc2c(c1)cc1n2CCN2CCCN=C12	0	-2	96	-1	10	102	8	99
CCCC1(c2ccccc2)NC(=O)N(CCN2C(=O)c3ccccc3C2=O)C1=O (stereo unspecified)	-17	-13	94	10	1	95	0	91
CCN1C(=O)/C(=C/c2nc3ccccc3c(=O)[nH]2)c2ccccc21	12	2	93	-6	21	100	-6	102
CCOCCCNC(=O)/C(C#N)=C/c1ccc(-c2ccc(S(=O)(=O)N3CCOCC3)cc2)o1	1	-22	101	-26	-1	98	-14	89
Cc1ccc(C(=O)Nc2nc3ccccc3[nH]2)cc1	2	0	104	3	33	105	5	99
CC1CCCCC12NC(=O)N(CC(=O)Nc1ccc(S(=O)(=O)N3CCOCC3)cc1)C2=O (stereo unspecified)	9	7	99	7	-1	100	2	94
Cc1ccsc1C(=O)N1CCN(c2ncccn2)CC1	9	x	92	1	-2	92	-6	96

In the list so far, these have two or more sulfur atoms.
SMILES	ZTA counter	EBNA-1 inhibitor	RPL19A TOR yeast	proCasp7 act	AHR activator	MEP2-GFP yeast	proCasp3 act	LAP4 TOR yeast
Cc1ccsc1/C=N/NC(=O)c1sccc1C	7	-5	95	8	48*	86	0	97
COc1ccc(S(=O)(=O)NCCS(=O)(=O)N2CCN(c3ccccc3)CC2)cc1	-8	-2	98	4	-1	106	-8	104
Cc1ccc(S(=O)(=O)N2CCN(C(=O)CNC(=O)c3sc4ccccc4c3Cl)CC2)cc1	-4	-5	104	4	1	106	0	111

Complete entries, looked up by structure.
Cc1nn(C)cc1CN1CCCC(C(=O)c2ccc(-c3ccccc3)c(F)c2)C1 (stereo unspecified) is entered as ZTA counter: -22; EBNA-1 inhibitor: -12; RPL19A TOR yeast: 101; proCasp7 act: 17; AHR activator: 1; MEP2-GFP yeast: 104; proCasp3 act: -6; LAP4 TOR yeast: 99
CC1CCCCC12NC(=O)N(CC(=O)Nc1ccc(S(=O)(=O)N3CCOCC3)cc1)C2=O (stereo unspecified) is entered as ZTA counter: 9; EBNA-1 inhibitor: 7; RPL19A TOR yeast: 99; proCasp7 act: 7; AHR activator: -1; MEP2-GFP yeast: 100; proCasp3 act: 2; LAP4 TOR yeast: 94
CCCC(=O)N(Cc1cc(=O)[nH]c2ccccc12)c1ccccc1C is entered as ZTA counter: -5; EBNA-1 inhibitor: 12; RPL19A TOR yeast: 106; proCasp7 act: -7; AHR activator: 14; MEP2-GFP yeast: 115; proCasp3 act: 6; LAP4 TOR yeast: 113

Two records picked at random from those above:
SMILES	ZTA counter	EBNA-1 inhibitor	RPL19A TOR yeast	proCasp7 act	AHR activator	MEP2-GFP yeast	proCasp3 act	LAP4 TOR yeast
CCCCCn1nc(C(=O)N(CCOC)c2c(N)n(CCCC)c(=O)[nH]c2=O)c2ccccc2c1=O	16	-1	100	-3	-1	102	4	110
CC1CCCCC12NC(=O)N(CC(=O)Nc1ccc(S(=O)(=O)N3CCOCC3)cc1)C2=O (stereo unspecified)	9	7	99	7	-1	100	2	94

Other records.
SMILES	ZTA counter	EBNA-1 inhibitor	RPL19A TOR yeast	proCasp7 act	AHR activator	MEP2-GFP yeast	proCasp3 act	LAP4 TOR yeast
CN=C1S/C(=C\c2ccc(N3CCOCC3)c(F)c2)C(=O)N1C	-12	-6	100	1	7	106	-5	112
CCOc1cc2[nH]c(=O)n(CCCCCC(=O)NCc3ccco3)c(=O)c2cc1OCC	0	3	61[may fluoresce violet]	0	-3	190*[may fluoresce violet]	-5	92[may fluoresce violet]
Cc1cccn2c(=O)nc(SCC(=O)NCc3ccco3)nc12	4	-5	105	7	-1	103	6	99
O=C(CCc1nnc(CCC2CCCCC2)o1)NCCc1ccccn1	-2	9	107	12	1	112	-1	90
O=C(CC1C(=O)NCCN1C/C=C/c1ccccc1)NCCCC1CCCC1 (stereo unspecified)	-7	-1	94	2	7	97	3	91
O=C(N/N=C/c1cc2c(c([N+](=O)[O-])c1)OCO2)c1ccncc1	15	-1	109	-16	61*	109	2	99
O=C(c1ccc(Cl)cc1)c1cn[nH]c1-c1ccccc1O	-10	5	103	10	2	107	4	100
O=C(Cc1c(F)cccc1Cl)Nc1ccc(S(=O)(=O)N2CCCC2)cc1	1	-10	109	22	0	98	-9	96
c1coc(CN2CNc3nc4ccccc4n3C2)c1	1	-10	98	14	2	94	11	106
NC(=O)NC(=O)c1nccnc1C(=O)O	-1	-6	104	3	1	101	-4	95
COc1ccc2c(c1O)C(=O)c1ccccc1C2=O	4	14	98	11	1	100	-1	101
CN(CC(=O)N1CCOCC1)S(=O)(=O)c1ccc2ccccc2c1	-2	3	102	3	1	102	0	82
Cc1ccccc1NS(=O)(=O)c1ccc(C(=O)N2CCCCCC2)cc1	-5	-6	88	8	4	91	-10	83
O=C(CSc1nnc(C2COc3ccccc3O2)o1)N1CCCC1 (stereo unspecified)	-15	-3	74	-13	0	445*	2	172*
Brc1c(C[n+]2ccccc2)nc2ccccn12	11	2	100	13	0	106	-10	x
CC1(/[N+]([O-])=C\c2ccccc2F)CCCCC1=O (stereo unspecified)	9	1	96	5	-1	95	-5	108
Nc1nnc(SC2CC(=O)N(c3ccccc3)C2=O)s1 (stereo unspecified)	-1	-8	98	-28	0	92	-17	95
O=C(NCCc1ccc(F)cc1)c1cccc(NC(=O)c2ccccc2)c1	-13	-13	106	-2	4	103	3	86
O=C(NNc1cccc(Cl)n1)Nc1cccc(Cl)c1	-15	-4	90	-18	24	88	-18	92
O=C(CSc1nc2ccccc2c(=O)n1-c1ccccc1)c1cccc([N+](=O)[O-])c1	6	32*	98	0	0	96	7	88
Cc1cccc(-n2c(SCC(=O)c3c(N)n(C4CC4)c(=O)[nH]c3=O)nnc2N2CCOCC2)c1	-5	x	104	-2	-1	100	2	101
COCCCNC(=O)c1c(N)n(/N=C/c2cccnc2)c2nc3ccccc3nc12	-8	-9	94	-24	6	86	-21	x
O=C(c1cccnc1)N1CCN(c2ccc([N+](=O)[O-])cc2Cl)CC1	-11	2	99	-9	9	99	-6	99
CCOC(=O)C1CCN(CCC(=O)Nc2ccc(F)cc2)CC1	13	-1	104	-4	-1	104	-4	115
COc1ccc2nc3oc(C(=O)N4CCN(c5cccc(C(F)(F)F)c5)CC4)cc3cc2c1	13	7	96	3	5	93	-7	88

Remaining list, next part
SMILES	ZTA counter	EBNA-1 inhibitor	RPL19A TOR yeast	proCasp7 act	AHR activator	MEP2-GFP yeast	proCasp3 act	LAP4 TOR yeast
CC(C)Oc1ccc(S(=O)(=O)N2CCOCC2)cc1NC(=O)C1=COCCO1	-6	-7	100	10	2	106	11	107
COc1ccc(CN(C)C(=O)c2ccc(NS(=O)(=O)c3ccc(C)c([N+](=O)[O-])c3)cc2)c(OC)c1OC	-24	-5	100	5	0	104	-4	105
COc1ccccc1C(=O)O[C@H]1[C@H](Cc2ccccc2)NS(=O)(=O)[C@H]2C[C@@H]3C=C[C@]12O3	9	x	94	6	1	85	3	100
CCCCCN(C(=O)COC(=O)c1ccc(C)cc1)c1c(N)n(CCCC)c(=O)[nH]c1=O	12	x	99	-11	-1	103	0	103
CS(=O)(=O)N1CCC(C(=O)Nc2ccccc2F)CC1	10	15	102	2	3	102	7	99
Cc1ccc(S(=O)(=O)N(C)Cc2cc3ccccc3[nH]c2=O)cc1	1	6	100	-15	1	100	-1	97
Cc1c(C(=O)N(C)Cc2ccc(OC(F)F)cc2)oc2ccccc12	10	-5	93	8	4	102	7	87
COc1ccc(CCNC(=O)c2ccc(CNc3c(N4CCOCC4)c(=O)c3=O)cc2)cc1OC	2	4	96	12	0	105	5	96
CC1(C(=O)O)COC(c2ccc([N+](=O)[O-])cc2)OC1 (stereo unspecified)	-6	11	102	9	0	110	-3	98
CCc1ccc(-c2cc(C(=O)NCc3ccco3)c3ccccc3n2)s1	4	20	99	-21	11	108	-16	104
O=C(NCC(=O)N1CCN(c2ccccc2)CC1)c1ccc(Br)o1	1	2	101	-5	5	90	6	81
COc1cc(OC)c(-c2nn3c(C4CCCCC4)nnc3s2)cc1OC	-10	-9	100	-13	3	100	-5	101

MEP2-GFP yeast, entries above that show a hit
SMILES,EBNA-1 inhibitor,RPL19A TOR yeast,AHR activator,MEP2-GFP yeast,proCasp3 act,LAP4 TOR yeast
CCOc1cc2[nH]c(=O)n(CCCCCC(=O)NCc3ccco3)c(=O)c2cc1OCC,3,61[may fluoresce violet],-3,190*[may fluoresce violet],-5,92[may fluoresce violet]
O=C(CSc1nnc(C2COc3ccccc3O2)o1)N1CCCC1 (stereo unspecified),-3,74,0,445*,2,172*
